# CHT inh – inhibitors of human choline transporter CHT; AID 488975, 2010; B-score at 10 µM; CHT-expressing cells, membrane potential dye, choline response; hits give low values; 310,000 tested, 0.86% active;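 active = B-score over 3 SD under the library average, and starting fluorescence ratio not unusually high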;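 also: choline stimulus applied at its EC90 after an EC20 pre-addition; B-score computed on integrated fluorescence ratio after choline addition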
# Target sequence (Q9GZV3 whole entry, looked up): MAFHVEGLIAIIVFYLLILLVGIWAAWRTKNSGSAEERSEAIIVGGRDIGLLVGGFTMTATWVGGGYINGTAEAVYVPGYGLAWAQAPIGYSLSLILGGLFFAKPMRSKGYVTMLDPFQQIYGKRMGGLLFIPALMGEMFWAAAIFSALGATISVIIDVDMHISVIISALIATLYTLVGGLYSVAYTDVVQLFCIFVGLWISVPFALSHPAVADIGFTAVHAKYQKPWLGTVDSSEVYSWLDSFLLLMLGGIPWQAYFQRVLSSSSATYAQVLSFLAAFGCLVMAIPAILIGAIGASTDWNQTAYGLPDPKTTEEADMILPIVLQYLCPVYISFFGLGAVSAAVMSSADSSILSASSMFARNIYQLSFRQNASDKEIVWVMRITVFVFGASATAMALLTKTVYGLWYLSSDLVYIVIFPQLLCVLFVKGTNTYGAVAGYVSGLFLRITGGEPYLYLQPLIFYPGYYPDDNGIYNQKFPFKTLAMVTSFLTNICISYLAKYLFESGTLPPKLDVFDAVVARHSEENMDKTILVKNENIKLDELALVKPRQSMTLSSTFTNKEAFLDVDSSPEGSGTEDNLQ
# KCNQ2 block – KCNQ2 potassium channel inhibitors, primary screen, cell-based, CHO-K1, FluxOR thallium flux, B-score (AID 2156); Potassium voltage-gated channel subfamily KQT member 2 (Rattus norvegicus), O88943; 20 min; hits give low values; B-score at 10 µM; 310,000 tested, 1.1% active;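 active = fluorescence ratio B-score at most minus 3 library SDs, with starting brightness B-score within 2 library SDs, cut at about -5.5 in these data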
# Starred values were filed as active, the others as inactive; i = inactive; . = not tested or not shown. This is a random part of the collection; 1.9% or so of the library scored in one or more.
CHT inh,KCNQ2 block,compound
i,i,C[C@@H]1CC=C[C@H]2[C@H]1C(=O)N(Cc1ccccc1)[C@H]2c1ccc(-c2ccc(F)cc2)cc1F
i,i,CCCSc1nnc(CSc2nc3nc(C)cc(C)n3n2)o1
i,i,COc1ccc2c(c1OC)C(=O)N1c3ccccc3C(=O)N(c3ccc(F)cc3)C21 (configuration not stated)
i,i,O=C(c1ccccc1)c1nc[nH]c1C(=O)Nc1ccccc1
i,i,CC(=O)Nc1ccc(-c2cc(C(=O)O)c3ccccc3n2)cc1
i,i,COc1ccc(/C=C/C(=O)N2CCCC2)cc1OC
i,-6.6*,CC(=O)N1c2ccc3ccccc3c2C(C)CC12CCCCC2 (configuration not stated)
i,i,CCn1c(COc2ccccc2)nnc1SCC(=O)NCc1ccco1
i,i,CSc1ccc(C2C(C#N)=C(N)Oc3cc4c(cc32)OCO4)cc1 (configuration not stated)
i,i,O=C(Oc1cccc(/C=N/Nc2nc(Nc3ccccc3)nc(N3CCOCC3)n2)c1)c1ccco1
i,i,COCCCN1CN(Cc2ccco2)CNC1=S
i,i,Cc1ccc(COc2ccccc2C(=S)N2CCCC2)cc1
i,i,COC(=O)C(O)(CC(=O)Nc1ccc(OC(F)(F)F)cc1)C(F)(F)F (configuration not stated)
i,i,COC/C=C/C1=CC2=CC(=O)C(C)(OC(=O)c3cnc4ccccc4n3)C(=O)C2=CN1C1CC1 (configuration not stated)
i,i,O=C(c1ccc2c3c(cccc13)C(=O)N(O)C2=O)N1CCCCC1
i,i,CC(=O)CC1(OC(C)=O)C(=O)N(C)c2ccccc21 (configuration not stated)
i,i,O=C(CN1CCCCC1)N/N=C/c1ccccc1OCc1ccccc1
i,i,COc1cc(C(=O)Oc2ccc(/C=N/NC(=O)c3ccncc3)cc2)cc(OC)c1OC
i,i,COc1ccc(NC(=S)N(CCCN2CCOCC2)C(C)c2cc3ccccc3o2)cc1 (configuration not stated)
i,i,CN(Cc1ccccc1)C(=O)CCS(=O)(=O)c1cc2c(cc1Cl)NC(=O)CO2
i,i,COc1cc(CNC2CCCC2)cc(Cl)c1OCc1ccccc1F
i,.,CCOC(=O)N1CCN(C(=O)c2ccc3c(=O)n(Cc4ccc(OC)cc4)c(=S)[nH]c3c2)CC1
i,i,CN(Cc1ccc(C#CCCO)cc1)CC1CCCN(CCc2ccc(Cl)cc2)C1 (configuration not stated)
i,i,CCN(CC(=O)Nc1cccc(S(=O)(=O)N2CCCCC2)c1)Cc1ccccc1

# 4 successive records out of the list so far:
CHT inh,KCNQ2 block,compound
i,i,COC(=O)C(O)(CC(=O)Nc1ccc(OC(F)(F)F)cc1)C(F)(F)F (configuration not stated)
i,i,COC/C=C/C1=CC2=CC(=O)C(C)(OC(=O)c3cnc4ccccc4n3)C(=O)C2=CN1C1CC1 (configuration not stated)
i,i,O=C(c1ccc2c3c(cccc13)C(=O)N(O)C2=O)N1CCCCC1
i,i,CC(=O)CC1(OC(C)=O)C(=O)N(C)c2ccccc21 (configuration not stated)

# Next section.
CHT inh,KCNQ2 block,compound
i,i,S=c1[nH]nc(-c2ccccc2Cl)n1Cc1ccccc1
i,i,NS(=O)(=O)c1ccc(NC(=O)NC2CC(=O)N(c3ccc4c(c3)OCCO4)C2)cc1 (configuration not stated)
i,i,CC1=CC(C)(C)N(C(=O)CCl)c2cc(C)ccc21
i,i,COc1ccccc1C/C(N)=N/OC(=O)c1ccc2c(c1)OCO2
i,i,COc1cc(SC)ccc1C(=O)Nc1ccon1
i,i,O=C(CNS(=O)(=O)c1ccc([N+](=O)[O-])cc1)N/N=C\c1ccc(O)cc1
-6.6*,i,CC(=O)[C@@]1(O)CC[C@H]2[C@@H]3CCC4=CC(=O)CC[C@]4(C)[C@H]3[C@@H](O)C[C@@]21C
i,i,Cc1cc(C)cc(NC(=O)Nc2cc(-c3ccccc3)nn2C)c1
i,i,Nc1cc(S(=O)(=O)Nc2ccccc2Cl)ccc1N1CCCC1
i,i,O=C(O)COc1ccc(C(=O)c2ccccc2)cc1
i,i,CC1=C(C(=O)NCc2ccccc2)C(c2cc(Br)cc(Br)c2OC(C)C)NC(=O)N1 (configuration not stated)
i,i,O=C(Nc1ccccc1NC(=O)c1ccco1)c1ccccc1
i,i,C=CCNc1nc(Nc2ccc(OC)cc2)nc(OC)n1
i,i,COc1ccc(N2CCN(CC(O)COC(C)(C)C)CC2)cc1 (configuration not stated)
i,i,CC(=O)Nc1cccc(NC(=O)CSc2nc(=O)n(Cc3ccccn3)c3c2CCC3)c1
i,i,COc1cc(Cl)cc(C2NC(=O)NC(C)=C2C(=O)NCc2ccccc2)c1O (configuration not stated)
i,i,CC(OC(=O)c1snc(C(=O)NC2CCCCC2)c1N)C(=O)NC1CCCCC1 (configuration not stated)
i,i,Nc1ccc(C(=O)NCc2ccccc2)cc1
i,i,COc1ccccc1N1CCN(C(=O)c2ccc(Br)s2)CC1
i,i,CCCOC(=O)c1ccc(NC(=O)C2CCCO2)cc1 (configuration not stated)
i,i,CSc1ccc(Cl)c(C(=O)NC2CCCC2)c1
i,i,COc1ccccc1N1CCN(C(=O)CN(C2CCCCC2)S(C)(=O)=O)CC1
i,i,CCNC(=O)COC(=O)CCC(=O)c1ccc(F)cc1
.,i,O=c1cc(CSc2nc3ccccc3c(=O)[nH]2)c2ccc(O)cc2o1
i,i,N#C/C(=C(/O)CN1CCOCC1)c1nc(-c2ccccc2)cs1
i,i,O=C(NC(=S)Nc1ccc(Cl)cc1Cl)C1CC1
i,i,O=c1c2cc3c(nc2[nH]c(=S)n1-c1ccccc1)CCCC3
i,i,CC(C)c1ccc(NC(=O)C2CCN(S(=O)(=O)c3ccc4c(c3)NC(=O)CO4)CC2)cc1
i,i,Cc1noc(C)c1CSc1ccccc1C(=O)Nc1nccs1
i,i,CC(=O)Nc1ccc(SC(C)C(=O)NC2CCCC2)cc1 (configuration not stated)
i,i,Cc1noc(C)c1COC(=O)/C=C/c1ccc(Cl)cc1
i,i,O=c1[nH]c(-[n+]2ccccc2)c(/C=N/N=C(\[O-])c2ccccc2)s1
i,i,Cc1ccc(S(=O)(=O)N2CN(CC3CCCO3)c3nc4ccccc4nc32)cc1 (configuration not stated)
i,i,O=C(CNC(=O)c1ccc(Br)o1)NNC(=O)c1cccc(Cl)c1
i,i,Cc1ccc(-n2nnnc2CN2CCCCC2)cc1
i,i,O=C(O)CC(SCC(=O)NC1CCCc2ccccc21)C(=O)O (configuration not stated)
i,i,CCNC(=O)NC(=O)C(C)OC(=O)C1CCN(S(=O)(=O)c2ccccc2F)CC1 (configuration not stated)
i,i,Cc1nn2c(NCCN(C)C)c3c(nc2c1-c1ccccc1)CCCC3
i,i,S=C(NCc1ccco1)Nc1ccccc1Cl
i,i,O=C(NCc1ccccn1)Nc1cccc([N+](=O)[O-])c1
i,i,COC(=O)c1ccccc1NC(=O)C1CCCN(S(=O)(=O)c2ccc(F)cc2)C1 (configuration not stated)
i,i,O=C(NCCCO)/C(=C\c1ccco1)NC(=O)c1ccco1
i,i,CC(C)Cc1nnc(NC(=O)C2CCCC2)s1
i,i,Cc1cc(OCC#N)nc(N)n1
i,i,COc1c(C(=O)N2CCCC2)ccc2ccccc12
i,i,CCCCNC(=O)c1ccc(CS(=O)(=O)c2ccc(C)cc2)o1
i,i,CCN1CCN(c2nc3c(c(=O)[nH]c(=O)n3C)n2Cc2ccccc2F)CC1
i,i,CCN1C(=O)C(c2ccc(O)cc2)(c2ccc(O)cc2)c2ccccc21

# CHT inh, hit marks shown above.
CHT inh,KCNQ2 block,compound
-6.6*,i,CC(=O)[C@@]1(O)CC[C@H]2[C@@H]3CCC4=CC(=O)CC[C@]4(C)[C@H]3[C@@H](O)C[C@@]21C

# (continued)
CHT inh,KCNQ2 block,compound
i,i,CCOC(=O)c1ccc(NC(=O)c2nc[nH]c2C(=O)N2CCN(c3ccccc3)CC2)cc1
i,i,COc1ccc(Oc2ccc(/C=N/NC(=O)c3cccnc3)cc2[N+](=O)[O-])cc1
i,i,O=C(CCCCC(=O)NCc1cccs1)NCc1cccs1
i,i,Brc1cccc(-c2n[nH]c(-c3ccccc3)n2)c1
i,i,Cc1ccc(NC(=O)CCC(=O)N/N=C/c2ccccc2O)cc1
.,i,Cc1ccc(C(=O)CSc2ncnc3sc4c(c23)CCC(C)C4)cc1 (configuration not stated)
i,i,O=c1c(/C=N\NS(=O)(=O)c2ccccc2)coc2ccc(Cl)cc12
i,i,CCOc1ccc(CNS(=O)(=O)c2c(C(=O)N3CCCC3)c(C)n(C)c2C)cc1OC
i,i,CC(C)CC(C(=O)O)N1C(=O)C2C3c4ccccc4C(c4ccccc43)[C@@H]2C1=O (some centres not stated)
i,i,O=C(Nc1ccc(N2CCN(C(=O)c3ccco3)CC2)cc1)c1ccc(Br)cc1
i,i,O=C(O)CNc1nc(-c2ccccc2)nc2c1oc1ccccc12
i,i,Cn1c(SCC(=O)Nc2ccc3c(c2)OCO3)nnc1-c1cnccn1
i,i,O=C(Cn1c(=O)oc2ccc(Cl)cc21)Nc1ccon1
i,i,Cc1ccc[n+](-c2[nH]c(=O)sc2/C=N/NC(=O)c2ccccc2[O-])c1
i,i,Cc1cnc(NC(=O)Nc2ccc(Cl)cc2)s1
i,i,O=C(CN1CCOCC1)Nc1cc(C(F)(F)F)ccc1Cl
i,i,c1coc(-c2ccnc(-n3cccc3)n2)c1
i,i,CC1Cc2nc(SCC(=O)Nc3ccc4c(c3)OCO4)n(-c3ccc(F)cc3)c(=O)c2S1 (configuration not stated)
i,i,CCCc1nnc(NC(=O)CCS(=O)(=O)c2ccccc2)s1
i,i,CC(C)(C)NC(=O)C(c1ccc(F)cc1)N(C(=O)CCC(=O)Nc1ccccn1)C1CCCC1 (configuration not stated)
i,i,O=C(Nn1c(O)c(C=C2N=c3ccccc3=N2)sc1=S)c1ccc(Cl)cc1
i,i,CC(=O)N1c2ccc(S(=O)(=O)NCCC(=O)Nc3ccccc3C)cc2CC1C (configuration not stated)
i,i,COC(=O)c1cc(Br)c(=O)n(Cc2ccc3c(c2)OCO3)c1
i,i,CCC(=O)NC1CCN(C(=S)NC)CC1

# Whole records, quoted from the list:
# COC(=O)c1cc(Br)c(=O)n(Cc2ccc3c(c2)OCO3)c1 across the screens: CHT inh: i; KCNQ2 block: i
# O=C(Cn1c(=O)oc2ccc(Cl)cc21)Nc1ccon1 across the screens: CHT inh: i; KCNQ2 block: i
# Cc1ccc[n+](-c2[nH]c(=O)sc2/C=N/NC(=O)c2ccccc2[O-])c1 across the screens: CHT inh: i; KCNQ2 block: i

# Continuation.
CHT inh,KCNQ2 block,compound
i,i,CC(C)NC(=S)N1CCN(C(c2ccccc2)c2ccccc2)CC1
i,i,O=C(C1CCCN1S(=O)(=O)c1cccc2cccnc12)N1CCc2ccccc2C1 (configuration not stated)
i,i,Cc1ccc(N(C(=O)C2CCCO2)C2C=CS(=O)(=O)C2)cc1Cl (configuration not stated)
i,i,COc1cc(C(=O)Nc2nc(-c3ccc(C)cc3)cs2)ccc1OCC(=O)N1CCOCC1
.,i,COCCCn1c(-c2ccc(OC)cc2)nc2nc3ccccc3nc21
i,i,COc1ccc(-c2cc(C(F)(F)F)nc(NCc3ccco3)n2)cc1OC
i,i,Cc1ccc(-c2nnc(-c3ccccc3S(=O)(=O)Cc3ccc(Cl)cc3)o2)cc1
i,i,C=CCn1c(-c2ccccc2OCC)n[nH]c1=S
i,i,CCOC(=O)c1c(NC(=O)CN2C(=O)NC(C)(c3ccc(Cl)cc3)C2=O)sc(C(=O)NC)c1C (configuration not stated)
i,i,O=C(/C=C/c1ccccc1Cl)N1CCN(c2ncccn2)CC1
i,i,CCc1ccc(S(=O)(=O)NCc2ccc(N3CCN(C)CC3)cc2)cc1
i,i,Cc1ccc2nc(NC(=O)COC(=O)CSc3nc(C)cc(C)n3)sc2c1

# Three compounds from above, sorted by length of the SMILES, high to low.
CHT inh,KCNQ2 block,compound
i,i,COc1cc(C(=O)Nc2nc(-c3ccc(C)cc3)cs2)ccc1OCC(=O)N1CCOCC1
i,i,Cc1ccc(-c2nnc(-c3ccccc3S(=O)(=O)Cc3ccc(Cl)cc3)o2)cc1
i,i,C=CCn1c(-c2ccccc2OCC)n[nH]c1=S

# The list continues:
CHT inh,KCNQ2 block,compound
i,i,COC(=O)c1c(C)[nH]c(C(=O)C(C)OC(=O)C2=NNC(=O)CC2)c1C (configuration not stated)
i,i,O=C(CN1C(=O)COc2ccccc21)NCc1ccccn1
i,i,O=C(NCCCN1CCOCC1)c1ccc2c(c1)N(Cc1ccc(Cl)cc1)C(=O)c1ccccc1S2=O (configuration not stated)
i,i,c1ccc(-c2cn(-c3ccccc3)c3[n+]2CCCS3)cc1
i,i,O=C(COc1ccccc1)Nc1ccc2c(c1)C(=O)N(CC1CCCO1)C2=O (configuration not stated)
i,i,O=C1COc2ccc(S(=O)(=O)CCC(=O)NC3CCCCC3)cc2N1
i,i,COc1ccc2[nH]c3c(=O)n(N)c(=O)[nH]c3c2c1
i,i,Cc1c(C)c(C)c(S(=O)(=O)N2CCC3(CC2)OCCO3)c(C)c1C
i,i,COc1ccc(C(=O)COC(=O)CNC(=O)c2ccc(OC)cc2)cc1
i,i,CCOC(=O)c1sc(=S)n(C)c1NC(=O)c1ccccc1Cl
i,i,COc1ccccc1N1C(=O)CC(Sc2nccc(C)n2)C1=O (configuration not stated)
i,i,Cc1sc2nc(C3CC3)nc(N3CCN(C(=O)c4ccccc4F)CC3)c2c1C
i,i,COC(=O)C1=NN(C(=O)c2ccccc2)C(C)(O)C1 (configuration not stated)
i,i,COc1ccccc1NS(=O)(=O)N(C)C
i,i,CCOc1ccccc1/C=C(/C#N)C(N)=O
i,i,O=C(CN1C(=O)c2ccccc2C1=O)c1ccc(F)cc1
i,i,Cc1noc(C)c1COc1ccc(CC(=O)NCCc2ccccc2)cc1
i,i,O=C(c1ccc(=O)oc1)N1CCN(c2ccc(F)cc2)CC1
i,i,CC(C#CCN1CCCCC1)OCCOCc1ccccc1 (configuration not stated)
i,i,C=CCn1c(N)c(C(=O)NCc2cccnc2)sc1=S
